# Assay outcomes as filed in PubChem BioAssay.
# core dimer inh – inhibitors of HCV core protein dimerization, primary screen, biochemical, TR-FRET, high-throughput; TR-FRET GST/Flag-core106 dimerization, 1536-well; inhibition, % at 5 µM; hit rate 0.33% among 300,000; AID 1899, 2009;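 active means inhibition above the mean of all tested compounds plus 3 SD, set per screening campaign, cut at about 45% in these data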
#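 Assay system: GST-tagged and Flag-tagged HCV core protein residues 1-106 / Times: compound-protein-antibody incubation 4 h at 22.5 °C / Signal: time-resolved FRET, ex 340 nm, em 617 and 671 nm / Evaluation: % inhibition based on acceptor/donor emission ratio / Benchmarks: wells lacking GST-core106 and wells with excess unlabelled core106 / Repeats: singlicate, one well per compound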
# PP1 counter – PP1-alpha phosphatase inhibitors, primary screen, counter-screen for PP5 inhibitor project, biochemical, fluorescence, OMFP substrate, single point. hit rate 0.9% among 320,000. inhibition, % at 6.7 µM. Serine/threonine-protein phosphatase PP1-alpha catalytic subunit (Homo sapiens), P62136. AID 2235, 2010. purified PP1alpha;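 active means inhibition above the mean inhibition of all tested compounds plus 3 SD, computed separately for each screening campaign, cut at about 15% in these data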
# Target sequence (P62136 whole entry, looked up): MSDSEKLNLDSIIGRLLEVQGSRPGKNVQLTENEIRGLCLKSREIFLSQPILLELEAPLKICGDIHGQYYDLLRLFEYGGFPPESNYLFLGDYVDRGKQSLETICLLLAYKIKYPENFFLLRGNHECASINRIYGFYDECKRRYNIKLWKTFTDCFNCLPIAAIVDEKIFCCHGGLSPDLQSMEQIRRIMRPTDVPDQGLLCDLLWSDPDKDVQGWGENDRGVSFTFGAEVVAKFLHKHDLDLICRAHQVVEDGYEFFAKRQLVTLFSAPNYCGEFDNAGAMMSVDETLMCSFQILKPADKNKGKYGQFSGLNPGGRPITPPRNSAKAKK
# PP5 inh – PP5 phosphatase inhibitors, primary screen, biochemical, fluorescence | inhibition, % at 6.7 µM | purified PP5c, OMFP substrate fluorescence | hit rate 0.18% among 320,000;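 active means inhibition above the campaign's mean inhibition across all tested compounds plus 3 SD, cut at about 9.5% in these data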;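 further: 0% = DMSO only and 100% = 100 µM cantharidin control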
# TPT1 inhibitor – Candida albicans TPT1 enzyme inhibitors, primary screen, biochemical, fluorescence polarization; inhibition, % at 5 µM; hit rate 0.81% among 300,000; recombinant caTPT1, FP RNA substrate dephosphorylation;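 active means inhibition above the mean of all tested compounds plus 3 SD, set per screening campaign, cut at about 24% in these data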;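 further: plate controls were DMSO alone for no effect and ferristatin control at 100 nM for full effect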
# Fh CTSL1 inh – Fasciola hepatica cathepsin L1 inhibitors, primary screen, counter-screen for PFM18AAP inhibitor project, biochemical, QFRET, fluorogenic peptide substrate | recombinant F. hepatica cathepsin L1, Z-Leu-Arg-MCA fluorescence | inhibition, % at 5.96 µM | hit rate 0.49% among 300,000 | AID 1906, 2009;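 active means inhibition above the mean of all tested compounds plus 3 SD, set per screening campaign, cut at about 17% in these data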;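 further: 0% = plate median of test compound wells and 100% = 1 µM Z-Phe-Ala-diazomethylketone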
# LYPLA2 counter – LYPLA2 inhibitors, primary screen, counter-screen for PME1 inhibitor project, biochemical, fluorescence polarization, FP-Rh probe ABPP. Acyl-protein thioesterase 2 (Homo sapiens), O95372. inhibition, % at 5.9 µM. hit rate 0.38% among 320,000. recombinant LYPLA2;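 active means inhibition above the screen-wide mean plus 3 SD, limit set per campaign, cut at about 26% in these data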;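 further: 0% = LYPLA2 with DMSO and 100% = wells lacking LYPLA2 enzyme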
# Efflux pump mplx – inhibitors of Candida efflux pumps in yeast, primary screen, S. cerevisiae, Nile Red, multiplex; S. cerevisiae Candida pump triplex; inhibition, % at 10 µM; hit rate 0.44% among 330,000;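 active means plate passing quality check with inhibition over a set limit, or well fluorescence over plate mean plus 4 SD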;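 further: Nile Red retained in pooled yeast measured as flow cytometry median fluorescence; 0% = buffer negative control and 100% = Enniatin B positive control; higher means more Nile Red kept so more efflux inhibition; some compounds called inactive have numbers as strong as hits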
# PREPL inhibitor – PREPL enzyme inhibitors, primary screen, biochemical, fluorescence polarization | hit rate 0.68% among 320,000 | Prolyl endopeptidase-like (Homo sapiens), Q4J6C6 | recombinant PREPL, fluorescence polarization activity-based probe | AID 2751, 2010 | inhibition, % at 5.96 µM; in the data active means inhibition above about 43%;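 further: 0% = enzyme with DMSO and 100% = wells lacking enzyme; many of its hits are not listed in these tables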
# Target sequence (Q4J6C6 whole entry, looked up): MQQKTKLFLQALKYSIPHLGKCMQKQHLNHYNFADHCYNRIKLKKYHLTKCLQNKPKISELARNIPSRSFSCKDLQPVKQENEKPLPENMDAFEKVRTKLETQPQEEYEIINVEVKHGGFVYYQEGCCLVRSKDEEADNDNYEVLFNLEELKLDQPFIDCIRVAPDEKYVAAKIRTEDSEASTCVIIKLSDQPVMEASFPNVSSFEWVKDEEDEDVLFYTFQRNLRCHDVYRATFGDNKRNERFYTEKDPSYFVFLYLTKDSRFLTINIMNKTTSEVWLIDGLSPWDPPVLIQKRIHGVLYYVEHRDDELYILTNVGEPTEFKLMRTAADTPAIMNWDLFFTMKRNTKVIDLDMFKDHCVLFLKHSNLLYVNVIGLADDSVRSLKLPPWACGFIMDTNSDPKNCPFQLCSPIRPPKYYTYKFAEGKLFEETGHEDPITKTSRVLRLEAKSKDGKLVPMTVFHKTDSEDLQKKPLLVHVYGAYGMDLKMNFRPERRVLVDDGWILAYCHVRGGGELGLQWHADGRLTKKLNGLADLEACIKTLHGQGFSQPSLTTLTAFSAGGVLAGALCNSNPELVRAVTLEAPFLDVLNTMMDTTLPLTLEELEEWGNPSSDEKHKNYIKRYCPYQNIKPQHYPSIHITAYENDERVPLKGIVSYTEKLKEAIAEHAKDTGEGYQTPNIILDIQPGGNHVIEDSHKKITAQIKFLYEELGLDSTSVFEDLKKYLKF
# GASC-1 inh – inhibitors of GASC-1 histone demethylase, primary screen, biochemical, fluorescence, DELFIA europium | Lysine-specific demethylase 4C (Homo sapiens), Q9H3R0 | GST-JMJD2C(1-420) H3K9me3 demethylation | inhibition, % at 2.35 µM | hit rate 0.069% among 330,000;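 active means more than half of a compound's replicate wells show inhibition beyond 50%, single wells judged on their own value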;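 further: signal counts dimethyl H3K9 product captured on neutravidin plate; 0% = median of DMSO wells and 100% = 0.3 times that DMSO median; strong numbers were not always called active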
# * = called active by the depositor; . = not tested or not shown; & = joins results of further samples. An excerpt; rates above refer to the full screens.
no.	Molecule	core dimer inh	PP1 counter	PP5 inh	TPT1 inhibitor	Fh CTSL1 inh	LYPLA2 counter	Efflux pump mplx	PREPL inhibitor	GASC-1 inh
1	CCC1(C)N=C(N)Nc2nc3cc(C)c(C)cc3n21 (stereo not given)	-6.4	-2.3	2.0	-2.5	-0.6	-3.8	-0.1	12.9	17.7
2	Cc1cc(NCc2ccco2)n2ncnc2n1	0.2	-1.2	-0.3	0.9	1.6	-1.8	-0.1	-3.5	-0.8
3	CN1CCN(c2sc(S(C)(=O)=O)nc2S(=O)(=O)c2ccc(Cl)cc2)CC1	5.4	-3.8	-0.2	-2.9	-0.3	6.1	0.0	4.3	5.2
4	Cc1ccc(CNc2oc(-c3cccs3)nc2C#N)cc1	0.7	-2.4	4.8	2.8	1.4	6.6	0.0	6.8	-2.5
5	CC1CC(C)CN(S(=O)(=O)c2cccc3nsnc23)C1 (stereo not given)	8.2	3.4	-0.4	-1.4	0.5	0.7	0.0	-7.5	2.8
6	CCOc1ccc(NC(=O)c2ccc(OCC3CCCO3)cc2)cc1S(=O)(=O)N(CC)CC (stereo not given)	.	-6.4	3.9	.	.	1.0	-0.5	-5.9	-3.6
7	Cc1ccc(C(=O)N2CCC(C(=O)NCc3ccco3)CC2)cc1	-0.8	-7.4	3.5	1.5	-4.0	3.3	0.1	-4.7	-3.6
8	CC[n+]1ccc(C)c2cc(P(=O)(c3ccccc3)c3ccccc3)ccc21	4.7	0.9	0.5	-1.5	4.1	-2.6	0.1	57.0*	3.9
9	CN(C)C(=O)c1cc(C(=O)c2ccccc2Br)c[nH]1	-1.3	-0.3	3.2	-2.2	-9.3	3.1	0.0	-13.8	2.2
10	CNC(=O)c1cc(C(=O)c2ccc(F)cc2Cl)c[nH]1	-3.4	-0.7	-1.0	-0.8	0.4	-2.1	0.1	2.0	-7.6
11	COc1ccc(Cl)cc1NC(=O)CSc1nnc(Cc2ccc(C)cc2)c(=O)[nH]1	2.1	0.0	2.2	-0.3	-1.4	-8.4	0.1	-16.1	2.2
12	COc1cc(NC(=O)C2CC(=O)N(CCc3ccc(F)cc3)C2)cc(OC)c1OC (stereo not given)	10.1	0.4	-0.8	0.7	-0.8	3.2	0.0	10.1	4.7
13	COCCCNC(=O)CNC(=S)N(Cc1ccc(F)cc1)C1CCCCC1	-1.8	-10.3	4.2	0.7	-2.9	-3.6	0.3	10.3	-0.8
14	N#Cc1c2c(c(=S)n(-c3ccccc3)c1N)CCCC2	7.0	-1.6	1.4	-15.7	-2.7	2.3	0.2	21.2	3.2
15	CC1(C)CC(=O)C2=C(C1)NC(=O)CC2c1ccccc1F (stereo not given)	6.2	-1.3	0.8	-1.1	7.3	5.0	-0.1	17.7	2.8
16	O=C(Nc1ncn[nH]1)c1ccc([N+](=O)[O-])cc1[N+](=O)[O-]	-1.6	9.3	-2.8	1.7	0.9	-0.9	0.0	-3.6	2.1
17	Cc1ccc(C)c(NC2=C(Cl)C(=O)OC2OC(C)C)c1 (stereo not given)	-7.5	-5.5	-5.1	-1.9	1.2	-2.6	0.5	-11.5	-3.8
18	COCCCNC(=O)CSc1nc2ccc(N3CCOCC3)cc2c(=O)n1CCc1ccccc1	-3.4	-1.8	1.5	-0.8	-1.6	9.3	-0.2	19.4	6.7
19	O=C(CN1C(=O)S/C(=C\c2ccc(F)cc2)C1=O)NCCCn1ccnc1	13.6	-2.8	1.0	-5.0	-2.2	3.0	0.5	14.9	4.5
20	Oc1ccc(/C(Cc2ccc3ccccc3n2)=N\Nc2ccccc2)c(O)c1	4.6	0.7	0.1	11.0	0.5	2.9	-0.2	-3.0	7.6
21	Cc1cc(C)c(NC(=O)CN2C(=O)NC(Cc3ccccc3)C2=O)c(C)c1 (stereo not given)	-0.1	1.4	-0.8	1.0	4.8	-4.5	0.0	-8.9	.
22	CC12CCC(C(=O)N3CCN(c4ncccn4)CC3)(c3nc4ccccc4nc31)C2(C)C (stereo not given)	-0.3	-1.3	2.5	-1.1	-2.3	2.5	-0.1	8.2	1.5&6.6
23	Nc1ccc(C(=O)CC(=O)Nc2ccc(Cl)cc2)cc1	-1.0	0.4	0.6	-5.6	0.8	-6.8	-0.2	8.1	23.4
24	C/C(CC(=O)Nc1ccc(C)c(Cl)c1)=N\NC(=O)c1cccc(O)c1	1.7	-1.4	0.8	3.1	4.5	-6.8	0.7	-23.2	-10.5
25	COc1ccc(CNn2c(-c3ccccc3F)nc3ccccc3c2=O)cc1OC	3.9	-0.6	2.5	3.4	-0.5	9.3	0.2	6.3	-1.8
26	CCn1c(O)c(C#N)c(C)cc1=O	0.0	-5.4	-0.6	1.8	3.6	-0.4	0.1	-1.2	11.5
27	NC(=O)C1C(c2ccccc2)=C1c1ccccc1	-8.1	1.0	2.5	-0.5	0.4	-3.2	-0.1	-7.3	-0.3
28	COc1ccc(N(C(=O)c2cnsn2)C(C(=O)NC2CCCCC2)c2ccncc2)cc1 (stereo not given)	2.4	-1.5	-0.4	-1.2	-3.8	2.6	-0.1	1.8	-21.1
29	O=C(Cn1cnc2c(oc3ccccc32)c1=O)N1CCN(c2ccccc2)CC1	-4.3	-0.2	-0.5	1.4	-2.8	-1.4	0.1	18.0	13.2
30	O=C(O)C1=C[C@@H](c2ccc3c(c2)OCO3)C[C@@H](OCCCCO)O1	7.3	2.3	-2.4	-0.6	0.5	0.7	-0.1	9.2	-1.1

# Additional structures.
no.	Molecule	core dimer inh	PP1 counter	PP5 inh	TPT1 inhibitor	Fh CTSL1 inh	LYPLA2 counter	Efflux pump mplx	PREPL inhibitor	GASC-1 inh
31	Cc1ccccc1CN1CCC(Oc2ccc(C(=O)N3CCCC3)cc2)CC1	-4.3	-1.3	2.2	0.4	1.3	4.2	0.7	-8.1	-4.7
32	c1ccn(-c2ccc(-c3ccn[nH]3)cc2)c1	-4.2	-4.1	1.1	-2.4	0.2	2.6	-0.1	-13.4	1.6
33	Cc1cc(C(=O)NCCN2CCN(c3cccc(Cl)c3)CC2)n(-c2ccccc2)n1	-6.1	0.8	2.9	-2.2	0.2	15.5	-0.3	-7.2	-2.3
34	O=[N+]([O-])c1cc(S(=O)(=O)NCCc2ccccn2)ccc1Cl	.	-4.5	-0.5	.	.	-0.6	0.0	-3.2	6.3
35	Cc1ccc(C)c(N2CCN(C(=O)C3CCCN(c4ncnc5c4nc4n5CCCCC4)C3)CC2)c1 (stereo not given)	9.8	4.2	4.0	2.3	-1.8	0.0	2.5*	8.4	7.1
36	O=C(c1ccc2ccccc2n1)N1CCN(c2ccccn2)CC1	-11.2	1.1	-0.6	0.3	0.9	-4.0	0.0	13.6	-10.4
37	CC(C)CN(CCNC(=O)CC1Oc2ccccc2NC1=O)CC(C)C (stereo not given)	-0.1	-7.4	1.0	-0.7	-1.1	2.1	0.1	-8.9	-0.9
38	COC(=O)c1cc(Br)c(=O)n(-c2ccccc2OC)c1	1.5	-0.8	-1.5	-3.2	0.9	3.0	0.0	6.0	0.6
39	CCOC(=O)c1c(CC(C)C)csc1NC(=O)COC(=O)c1cc(OC)c(OC)cc1[N+](=O)[O-]	-4.9	-0.8	3.7	-2.7	1.5	2.3	0.0	2.2	1.2
40	CC(C)(C)C(=O)Nc1nc(-c2ccc3c(c2)OCO3)cs1	-1.6	-3.8	3.2	0.3	8.6	3.7	0.0	1.8	-15.4
41	COc1ccc(C(=O)NCc2nnc(SCC(=O)NC3CCCC3)o2)cc1	-12.0	0.6	1.0	-2.0	7.2	3.6	0.8	4.0	1.5
42	CCC(C)NC(=O)Cn1c(=O)n(CCCCCC(=O)Nc2ccccc2)c(=O)c2sccc21 (stereo not given)	-1.7	-0.5	2.8	-0.2	-0.9	3.8	0.3	12.6	5.7
43	CCOC(=O)COc1cccc2c(=O)n(CC(=O)NCc3ccc(F)cc3)ccc12	-2.1	1.2	-0.7	1.2	-1.9	2.4	-0.2	0.4	1.3
44	Cc1cc(N(C)Cc2ccccc2)nc2cc(O)ccc12	-1.7	7.8	5.3	-1.4	-4.1	-11.9	0.8	-7.8	-0.6
45	Cc1nc(CN2CCN(C(=O)c3ccc(Br)cc3)CC2)cs1	-3.6	1.4	1.9	0.8	-1.1	2.8	0.2	4.8	-20.7
46	COc1ccccc1NS(=O)(=O)c1cccc(NC(=S)NCCN2CCOCC2)c1	-8.6	-4.2	4.0	-0.9	-3.6	4.2	0.2	8.7	-4.1
47	O=Cc1ccc(OC(=O)c2cccnc2)cc1	-10.5	-2.1	-2.0	1.6	3.9	-2.1	-0.1	0.4	-0.7
48	COc1cccc(C=NCCCN=Cc2cccc(OC)c2O)c1O	6.6	-2.9	1.3	0.3	0.2	-1.9	0.0	1.1	1.9
49	CCN1CCN(CCCN(Cc2ccco2)C(=S)Nc2ccc(C)c(Cl)c2)CC1	-5.1	-4.6	1.6	0.0	0.4	5.3	-0.2	32.8	-45.1
50	O=C(NCC1CCCO1)[C@@H]1CSC2c3ccccc3C(=O)N21 (stereo not given in full)	-10.5	0.9	-0.1	3.1	-0.2	4.4	-0.2	1.5	-0.5
51	COc1ccccc1S(=O)(=O)Cc1ccc(C(=O)N2CCN(c3ccccc3)CC2)o1	6.7	-6.7	4.5	-3.1	0.3	0.7	0.0	18.3	5.7
52	Cc1nn2c(-c3ccc(S(=O)(=O)N4CCN(C)CC4)o3)nnc2c2ccccc12	-1.6	-2.7	1.8	-1.2	-3.8	-1.2	0.1	14.6	-0.5
53	COc1ccc(C)cc1NC(=O)NCc1ccccn1	0.4	-1.4	1.6	1.5	-3.1	-0.5	-0.1	-0.1	3.4
54	COc1ccc([C@@H]2Sc3ccccc3NC(=O)[C@@H]2O)cc1	-1.4	-1.2	0.2	2.1	2.1	1.7	0.1	-4.0	-1.6
55	O=c1c2ccccc2nnn1CSc1ncnc2ccccc12	-1.9	-2.2	0.0	-1.8	-0.2	-3.6	0.0	-1.7	5.3
56	Cn1nc(-c2ccccc2)c(C(O)c2ccccc2C(F)(F)F)c1Cl (stereo not given)	-5.0	3.2	1.0	-5.3	0.2	2.9	0.0	-27.6	4.4
57	O=C(N/N=C/c1cccnc1)c1ccc(CN2c3cccc4cccc(c34)S2(=O)=O)cc1	4.1	-1.3	0.9	5.2	0.1	-32.2	0.3	-22.6	44.6
58	O=C(CCn1ccnc1)Nc1nc2ccccc2[nH]1	1.6	-5.2	-4.3	-2.6	-3.4	8.0	0.1	-3.4	25.3
59	COc1ccc(C(=O)NCc2nnc(SCC(=O)NC3CCCCC3)n2C)cc1	4.6	0.4	-2.6	-5.2	3.2	4.0	0.0	4.5	22.0
